NR2E3 ag-1 – activates human photoreceptor nuclear receptor NR2E3. GST-NR2E3/biotin-RetCOR TR-FRET, 1536-well. inhibition of corepressor binding, % at 4.78 µM. actives 0.12% (n = 320,000). Q9Y5X4. AID 2300;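 active = percent inhibition above the cutoff of mean plus 3 SD of all tested compounds, set per screening campaign, cut at about 20% in these data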;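 note: 0% = DMSO wells and 100% = biotin wells as full block of FRET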
Target sequence (Q9Y5X4 whole entry, looked up): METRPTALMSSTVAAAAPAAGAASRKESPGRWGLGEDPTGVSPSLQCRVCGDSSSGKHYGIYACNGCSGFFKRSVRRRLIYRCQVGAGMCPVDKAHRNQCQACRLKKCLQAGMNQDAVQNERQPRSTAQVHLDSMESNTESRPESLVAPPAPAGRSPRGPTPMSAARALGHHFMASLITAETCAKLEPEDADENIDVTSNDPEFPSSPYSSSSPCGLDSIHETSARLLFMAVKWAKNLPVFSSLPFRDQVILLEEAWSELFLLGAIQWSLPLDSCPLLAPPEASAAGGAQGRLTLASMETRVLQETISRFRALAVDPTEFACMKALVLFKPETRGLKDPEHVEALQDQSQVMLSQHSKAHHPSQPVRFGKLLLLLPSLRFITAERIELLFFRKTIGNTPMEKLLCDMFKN
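system = GST-tagged NR2E3 plus biotinylated RetCOR corepressor | input = 1.35 nM GST-NR2E3 | also added = 7 nM biotin-RetCOR | schedule = 5 h incubation at 4 °C | measured by = TR-FRET with europium anti-GST and streptavidin-D2, 340 nm excitation | read-out = percent loss of FRET ratio relative to control wells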
KKLEB tox – counter-screen for CF NF-kB inhibitors: cytotoxicity; activity change (cytotoxicity), % at 5 µM; actives 0.36% (n = 360,000); AID 602141; KKLEB CF airway cells viability, ATPlite luminescence, overnight; hits give low values; cells stimulated with P. aeruginosa culture filtrate;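 active = corrected activity change at or below -50% at 5 µM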
CF NFkB block – blocks PAF-induced NF-kB reporter in cystic fibrosis cells; KKLEB NF-kB-GFP reporter, GFP fluorescence overnight; actives 0.86% (n = 360,000); inhibition, % at 5 µM; AID 588850;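 active = at least 50% inhibition at 5 µM, scaled per plate between neutral and stimulator controls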;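 note: PAF is a Pseudomonas aeruginosa culture filtrate used as stimulus; plate controls were PAF-stimulated DMSO wells for no effect and unstimulated DMSO wells for full effect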
Shn3 3UTR inh – Schnurri-3 reporter inhibition in Clone20 osteoblasts; Clone20 osteoblast Shn3 3'UTR firefly luciferase, 24 h; inhibition, % at 12.5 µM; actives 0.52% (n = 360,000); AID 588674;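 active = mean inhibition of at least 75% with every replicate also reaching 75%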;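 note: 0% = median of neutral control wells and 100% = pilot-screen positive control compound; some compounds past the cut are filed as inactive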
NR2E3 ag-2 – agonists of human NR2E3 nuclear receptor | CHO-S Gal4-NCOR/VP16-NR2E3 two-hybrid, luciferase | inhibition of corepressor binding, % at 3.98 µM | actives 0.35% (n = 360,000) | AID 602229;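 active = inhibition above the mean of all tested compounds plus 3 SD, cut at about 70% in these data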;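 note: 0% = DMSO with NR2E3 transfected cells and 100% = cells lacking NR2E3 construct; higher means lower luciferase signal from less NR2E3 corepressor binding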
CaV13 ICDI inh – Primary screen for inhibitors of IQ motif and Ca2+-dependent inactivation inhibitor domain binding in CACNA1D, Förster resonance energy transfer in living cells, …; HEK cells, CFP/YFP FRET ICDI-IQ, plate reader, 10 min; percent FRET-ratio fall versus neutral wells; inhibition, % at 12.3 µM; actives 0.098% (n = 340,000); AID 743397;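 active = mean replicate inhibition of at least 30% and at least 1% of replicates passing that level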;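 note: 0% = median of the neutral control wells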
Vif imaging – HIV Vif inhibition. AID 602346. inhibition, % at 7.49 µM. actives 0.35% (n = 340,000). HEK293T cells, Vif self-association by quenched fluorescence, imaging, 24 h; in the data active = inhibition above about 50%, passing the limit was not always enough; note: some results filed as inactive read as strong as hits
TRPM1 prom inh – MITF TRPM1 promoter inhibition in SK-MEL-5 cells. AID 488899. SK-MEL-5 TRPM1 promoter luciferase, 24 h. actives 0.83% (n = 330,000). inhibition, % at 12.5 µM;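 active = mean inhibition across replicates of 60% or more, whatever share of single replicates reaches that level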; note: values of inactives mirror those of a sister screen read the other way
HIF-2a block – inhibitors of HIF-2a. 786-0 RCC cells HIF-2a reporter, luciferase luminescence, overnight. inhibition, % at 18.8 µM. actives 0.72% (n = 360,000). AID 624352;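 active = inhibition of the luminescence signal of 40% or more relative to plate controls, in a single-dose primary screen at 18.75 µM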
Peg3 prom inh – Peg3 promoter activity inhibition; HeLa PEG-Prom luciferase reporter, luminescence, overnight; inhibition, % at 20 µM; actives 1.7% (n = 360,000);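 active = inhibition of at least 50% at 20 µM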
PDI inh – blocks human protein disulfide isomerase activity. inhibition, % at 10 µM. P07237. AID 588391. actives 0.052% (n = 350,000). PDI insulin aggregation turbidity, A650, 90 min;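 active = mean inhibition across replicates of 30% or more, whatever share of single replicates reach that level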;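 note: absorbance from insulin aggregation driven by PDI reduction with DTT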
Target sequence (P07237 whole entry, looked up): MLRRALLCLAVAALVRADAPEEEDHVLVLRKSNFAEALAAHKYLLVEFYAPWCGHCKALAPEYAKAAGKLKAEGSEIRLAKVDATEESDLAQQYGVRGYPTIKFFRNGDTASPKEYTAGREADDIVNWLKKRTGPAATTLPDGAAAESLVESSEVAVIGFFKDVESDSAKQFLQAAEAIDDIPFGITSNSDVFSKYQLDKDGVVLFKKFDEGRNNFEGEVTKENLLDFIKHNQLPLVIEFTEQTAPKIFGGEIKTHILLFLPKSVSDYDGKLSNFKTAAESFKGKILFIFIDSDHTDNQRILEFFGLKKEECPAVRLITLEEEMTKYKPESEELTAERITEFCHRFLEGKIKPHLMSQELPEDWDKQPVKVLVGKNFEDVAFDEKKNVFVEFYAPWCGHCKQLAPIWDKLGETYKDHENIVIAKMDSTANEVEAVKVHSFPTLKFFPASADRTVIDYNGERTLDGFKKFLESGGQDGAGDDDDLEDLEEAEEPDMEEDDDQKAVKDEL
The depositor's hits bear a star; / = no result given.

molecule	NR2E3 ag-1	KKLEB tox	CF NFkB block	Shn3 3UTR inh	NR2E3 ag-2	CaV13 ICDI inh	Vif imaging	TRPM1 prom inh	HIF-2a block	Peg3 prom inh	PDI inh
O=C(Nc1ccncc1)c1ccc(Cl)c(S(=O)(=O)N2CCCCC2)c1	2.5	-3.9	0.2	69.6	-7.3	-5.7	-10.7	17.6	2.9	13.7	-6.0
Cc1cc(C)n2nc(NCc3cccc(Br)c3)nc2n1	1.1	-4.5	-5.5	19.1	-20.1	-5.3	10.1	-4.0	-30.6	-6.2	-2.8
CCn1c(O)c(N=NC(=O)CNc2cccc(C)c2)c2ccccc21	3.0	10.8	-1.5	-2.5	7.8	-5.7	/	-2.6	10.3	12.4	-10.4
CCOCCCn1c(=S)[nH]c2cc(C(=O)NCCN(CC)CC)ccc2c1=O	-1.9	-3.5	1.8	-4.0	12.4	-5.0	0.6	-3.9	20.5	15.3	-0.6
COc1ccc(N2CCN(C(=O)CCS(=O)(=O)c3ccc(OC)cc3)CC2)cc1	-1.8	15.7	-7.6	1.6	-2.0	-3.4	-0.3	-8.0	21.8	15.0	2.5
CC1CCN(c2ncnc3c2cnn3-c2ccccc2)CC1	1.5	-29.9	-25.2	-13.7	-127.8	-5.5	-1.3	-58.1	-222.3	-386.8	23.1
Cc1cc(OCC(=O)OC(C)C(=O)NC2CC2)c(C(C)C)cc1Cl (configuration not stated)	/	0.9	-0.3	13.2	-23.3	-7.4	/	/	6.1	9.0	1.7
O=C(c1ccccc1)N1CCN(CC(O)COC2CCCCC2)CC1 (configuration not stated)	1.9	-3.0	3.6	-3.3	-2.3	-4.8	/	5.1	2.4	8.4	7.2
CC(=O)Nc1cc2c(c(Cl)c1Cl)-c1ccccc1C2=O	/	5.1	-59.4	-6.9	-32.8	-5.7	21.4	0.5	-18.5	24.0	0.7
CSc1nc(C)c(Oc2ccccc2)c(=O)n1C	0.6	-3.2	13.0	2.4	-18.1	-4.2	-5.5	8.0	7.2	0.2	4.2
CC(C)(C)c1cc(Cl)c(O)c(NC(=S)NC(=O)c2cccnc2)c1	0.5	-11.9	0.6	34.3	7.6	-2.4	2.4	4.1	-5.6	28.6	4.6
Cc1ccc(C(=O)N(CCN(C)C)CC2CCCN(Cc3ccccc3F)C2)cc1C (configuration not stated)	1.9	6.5	-1.2	-28.2	-5.5	-4.3	16.2	-11.1	-1.5	-8.0	-4.0
COc1cc(C(=O)Nc2nc3ccccc3[nH]2)ccc1OC(F)F	-2.5	2.8	11.4	-0.6	-94.8	-17.3	-8.7	-42.2	-290.2	-228.6	5.7
Cc1ccc(C(=O)COC(=O)c2cccc(O)c2)s1	/	-17.5	14.7	-74.6	5.2	-5.5	-12.0	-53.2	-38.8	-357.2	-5.8
CC(C)Cc1cc(C(=O)Nc2cc(Cl)ccc2Cl)no1	0.9	7.4	-0.1	-9.4	9.0	-3.6	-1.4	3.6	-50.6	-30.2	/
COc1ccc(NC(=O)COC(=O)C2CC2)c(OC)c1	-0.1	5.2	-4.4	-4.8	-22.9	-5.7	9.3	-11.8	-0.3	1.1	12.0
Cc1c(CC(=O)N2CCN(C(=O)C3COc4ccccc4O3)CC2)c(=O)oc2c(C)c(O)ccc12 (configuration not stated)	3.4	1.6	-8.8	-1.0	-9.8	-1.7	5.7	11.7	5.0	12.8	2.9
CCN(CC)CCCNC(=O)Cn1cnc2ccc(S(=O)(=O)N3CCC(C)CC3)cc2c1=O	0.9	3.8	2.0	0.0	22.9	15.5	2.8	1.5	18.0	-5.2	2.4
CCC1CCCCN1CCCNC(=O)C1CCCN(c2nn3c(=O)cc(C)nc3s2)C1 (configuration not stated)	-0.1	-5.1	2.6	-15.2	-3.7	-3.7	-3.9	-2.9	3.0	-8.0	1.0
Cc1n[nH]c(=S)n1/N=C/c1ccc(-c2ccccc2[N+](=O)[O-])o1	4.3	-5.3	11.7	11.2	-2.6	/	-15.9	1.7	-19.4	-8.6	-0.8
Cc1nnc(SCC(=O)N2CCN(C(=O)c3ccco3)CC2)n1-c1ccccc1	1.0	-1.3	-3.3	1.3	-8.6	1.8	-1.8	-0.2	22.2	9.0	-5.1
O=C(Cc1ccc(F)cc1)Nc1cccc2cccnc12	1.1	3.4	-13.6	-5.7	-14.6	-2.8	4.9	1.7	-95.2	-32.6	-0.2
C#CCOc1ccc(CNC[C@H]2O[C@@H](n3ccc(=O)[nH]c3=O)[C@H](O)[C@@H]2O)cc1	/	4.1	5.4	1.9	1.5	-6.3	1.3	/	9.4	5.7	/
COc1ccccc1NC(=O)Nc1nc(C(N)CC(C)C)cs1 (configuration not stated)	/	-3.6	-4.2	7.9	-4.3	-4.8	-5.2	/	5.5	61.3*	-16.2
O=c1c2cc(Cl)ccc2oc2nc3n(c(=O)c12)CCCS3	2.4	-2.0	-40.4	6.2	4.2	-7.7	-7.2	0.1	8.4	10.6	12.2
O=C(CN1C(=O)NC(Cc2ccccc2)C1=O)Nc1ccc(F)c(Cl)c1 (configuration not stated)	1.7	6.7	-27.0	3.6	20.8	-2.6	5.0	4.1	7.1	9.9	-4.0
CCCc1nc(N2CCOCC2)c(C#N)c2c1CCCC2	1.5	-18.0	28.4	6.7	-2.8	-4.2	-9.5	5.3	34.6	7.7	-20.0
C/C=C/C(=O)N[C@@H]1c2ccccc2CC[C@@H]1OCc1ccccc1	/	11.3	-6.3	9.0	-7.3	-4.8	4.8	4.0	13.5	-10.9	7.4
CCC(Oc1ccccc1OC)C(=O)Nc1ccc2c(c1)n(C)c(=O)n2C (configuration not stated)	0.5	-0.9	0.3	-2.4	10.7	0.1	1.4	-5.5	15.8	-7.0	-1.8
Cc1ccc(NC(=O)CCS(=O)(=O)c2ccc3nc(C)sc3c2)c(C)c1	/	-12.3	12.2	-1.4	12.6	-4.3	12.7	/	4.9	-1.3	/
Cc1ccc(CCNC(=O)C2CC(=O)N(CCc3ccccc3)C2)cc1 (configuration not stated)	1.2	-6.6	5.0	3.4	-15.1	-14.7	9.3	3.4	13.2	11.6	-8.0
COc1cccc(Nc2nnc(SCc3cc([N+](=O)[O-])cc4c3OCOC4)s2)c1	-0.6	-8.3	15.8	25.7	-20.5	/	3.2	-15.0	8.6	25.9	-8.2
CCC1CCCCN1C(=O)COC(=O)c1cncc(Br)c1 (configuration not stated)	/	8.6	-10.8	-18.0	-36.8	-6.0	12.2	/	5.4	-7.2	6.6
Cc1oc(-c2ccccc2Cl)nc1CSCC(=O)NC1CCCC1	1.6	-0.2	8.7	-1.4	-0.3	-5.2	-1.2	-0.2	-24.9	10.6	4.3
CN(CC(=O)Nc1c(Cl)cccc1Cl)CC(=O)N1CCc2ccccc21	/	-5.9	-11.9	14.7	7.6	-10.1	/	/	5.4	22.2	-4.7
Cc1ccn(CCSCC(=O)O)n1	-1.1	9.0	-5.5	-5.8	-16.4	-3.6	-5.9	10.8	9.7	6.5	-7.9
CN1CCN(NC(=O)Nc2ccc(Br)cc2Cl)CC1	/	10.7	-7.8	2.9	-40.3	-5.8	-0.6	-14.7	-96.9	-77.7	-2.1
O=S(=O)(c1c(F)cccc1F)N1CCN(C(=S)NCc2ccc3c(c2)OCO3)CC1	-2.9	5.8	-6.8	2.2	-0.9	-6.8	-5.7	-3.2	3.5	23.3	-6.9
CCOC(=O)c1ccsc1NC(=O)CCS(=O)(=O)c1ccccc1	3.3	-10.4	-15.6	9.7	-10.1	-3.2	4.7	-0.8	11.4	9.6	11.5
Cc1cc(N2CCCN(C)CC2)nc2cc(Cl)ccc12	2.7	-5.7	9.4	-5.6	-27.1	-6.9	2.4	-0.9	-0.8	8.0	1.1
C(#CC12CC3CC(CC(C3)C1)C2)CN1CCOCC1	-0.4	-4.1	4.2	6.4	-21.6	-0.9	-0.6	-4.9	40.8*	1.6	1.8
CCOc1cnn(-c2cc(Oc3ccc(C)cc3)ncn2)c(=O)c1Cl	0.3	-3.9	8.1	-4.1	-10.3	-4.9	11.5	5.9	-8.9	-4.5	1.5
CCC1(c2ccccc2)C(=O)N=C(N)N(C#N)C1=O (configuration not stated)	/	-8.0	-5.5	-6.2	16.4	-4.5	12.1	1.9	9.1	5.0	-1.6
O=C(O)c1cc(S(=O)(=O)NC2CCCc3ccccc32)ccc1O (configuration not stated)	3.5	-13.2	22.8	11.0	-0.7	-5.6	-9.6	9.5	7.7	1.6	1.1
Cc1nc(CSc2ccc(Br)cc2)cs1	-2.2	9.2	-5.9	-28.0	-21.9	-4.4	3.4	-37.0	-165.8	-124.4	17.7
CCc1ccccc1NC(=O)CN1CCN(C(=O)c2ccc(OCc3cn4ccccc4n3)cc2)CC1	/	0.9	1.1	9.6	-1.1	-4.9	-7.1	5.8	-29.3	-11.4	-1.3
Cc1ccc(O)c(Nc2ncnc3ccccc23)c1	0.3	1.1	15.3	7.0	-14.7	-0.5	-8.0	-14.4	-17.4	-27.1	8.2
O=C(C1CCN(S(=O)(=O)c2cccs2)CC1)N1CCN(Cc2ccccc2)CC1	-0.9	-1.4	12.9	11.2	-2.0	-7.0	-8.0	3.8	9.6	17.2	0.4
Cc1cc(NS(=O)(=O)c2ccc(NC(=O)Cc3ccc([N+](=O)[O-])cc3)cc2)nc(C)n1	/	2.5	-20.0	-3.0	-2.6	-7.6	25.2	-4.3	6.2	12.5	-3.4
CC(C)(C)OC(=O)NC1CC2CCCC(C1)N2Cc1ccccc1 (configuration not stated)	/	-5.9	19.4	-1.5	-18.2	-6.1	-1.1	-3.0	20.8	4.1	1.9
CCOc1ccc(CCNC(=O)c2ccc(CS(=O)Cc3ccc(Cl)cc3)o2)cc1 (configuration not stated)	1.5	0.0	12.8	-0.1	7.1	-6.8	-15.5	-2.4	-18.5	-4.3	-0.9
Cc1nn2c(-c3ccccc3)ccnc2c1Br	-4.1	2.8	3.9	7.1	-9.2	-20.4	-2.1	3.1	-15.3	-21.8	9.7
CCOC(=O)C1CCN(C(=O)COc2cc(C)c(Br)c(C)c2)CC1	-2.1	-0.4	-4.3	-2.3	-11.2	-6.5	5.9	1.0	26.6	6.5	1.9
O=S(=O)(c1ccc(-c2n[nH]c(=S)o2)cc1)N1CCCCC1	4.0	-1.6	-5.1	-3.1	-9.5	-3.1	7.3	6.5	4.6	13.2	-8.5

Entries above shown as hits in HIF-2a block:
SMILES | NR2E3 ag-1 | CF NFkB block | Shn3 3UTR inh | NR2E3 ag-2 | CaV13 ICDI inh | Vif imaging | TRPM1 prom inh | HIF-2a block | Peg3 prom inh | PDI inh
C(#CC12CC3CC(CC(C3)C1)C2)CN1CCOCC1 | -0.4 | 4.2 | 6.4 | -21.6 | -0.9 | -0.6 | -4.9 | 40.8* | 1.6 | 1.8
